# SENP8 block-1 – inhibitors of human SENP8 protease; Q96LD8; purified SENP8, Z-RLRGG-aminoluciferin cleavage, luminescence; inhibition, % at 10 µM; actives 1.2% (n = 330,000); AID 2540; in the data active = inhibition above about 50%
# Target sequence (Q96LD8 whole entry, looked up): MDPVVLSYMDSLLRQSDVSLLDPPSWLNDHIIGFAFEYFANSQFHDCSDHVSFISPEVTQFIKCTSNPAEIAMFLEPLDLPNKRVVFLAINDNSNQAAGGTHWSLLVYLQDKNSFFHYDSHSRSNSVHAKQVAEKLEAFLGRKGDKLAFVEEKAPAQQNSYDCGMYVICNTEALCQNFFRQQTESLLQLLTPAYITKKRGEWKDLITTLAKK
# SENP1 inh – blocks the human SENP1 SUMO protease catalytic domain; Q9P0U3; actives 0.21% (n = 360,000); inhibition, % at 10 µM; recombinant SENP1 catalytic domain, CyPet-SUMO1-YPet FRET cleavage;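 active = inhibition at least 30% at 10 µM, raw YFP signal under a set limit, fluorescence ratio 0.5 to 1.5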;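 also: 0% = enzyme with DMSO and 100% = no enzyme wells; some results filed as inactive read as strong as hits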
#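 Assay system – human recombinant His6-tagged SENP1 catalytic domain enzyme · Input – SENP1 enzyme, 20 pM final · Buffer or medium – Tris pH 8 buffer plus EDTA, NaCl, BME, BSA, NP40, catalase · Schedule – 50 min reaction at room temperature · Technique – FRET read of cyan and yellow fluorescence · Control set – no-enzyme wells low, DMSO-plus-enzyme wells high control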
# PfG6PD inh – PfG6PD (Plasmodium falciparum) enzyme inhibition. AID 504690. actives 0.78% (n = 350,000). PfGluPho enzyme, NADPH resazurin-diaphorase fluorescence. inhibition, % at 20 µM;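 active = inhibition reaching at least a set limit at 20 µM in the primary screen, cut at about 59% in these data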;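 also: 0% = DMSO wells with substrate and 100% = DMSO wells lacking glucose-6-phosphate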
# SENP6 inh – SENP6 protease inhibition. Q9GZR1. Recombinant SENP6 catalytic domain, aminoluciferin luminescence. inhibition, % at 10 µM. actives 1.8% (n = 330,000);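 active = inhibition above about 50% at the single tested dose, limit read from the data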;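 also: plate controls were DMSO wells with enzyme for no effect and DMSO wells lacking enzyme for full effect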
# Target sequence (Q9GZR1 628-1112 limits assumed): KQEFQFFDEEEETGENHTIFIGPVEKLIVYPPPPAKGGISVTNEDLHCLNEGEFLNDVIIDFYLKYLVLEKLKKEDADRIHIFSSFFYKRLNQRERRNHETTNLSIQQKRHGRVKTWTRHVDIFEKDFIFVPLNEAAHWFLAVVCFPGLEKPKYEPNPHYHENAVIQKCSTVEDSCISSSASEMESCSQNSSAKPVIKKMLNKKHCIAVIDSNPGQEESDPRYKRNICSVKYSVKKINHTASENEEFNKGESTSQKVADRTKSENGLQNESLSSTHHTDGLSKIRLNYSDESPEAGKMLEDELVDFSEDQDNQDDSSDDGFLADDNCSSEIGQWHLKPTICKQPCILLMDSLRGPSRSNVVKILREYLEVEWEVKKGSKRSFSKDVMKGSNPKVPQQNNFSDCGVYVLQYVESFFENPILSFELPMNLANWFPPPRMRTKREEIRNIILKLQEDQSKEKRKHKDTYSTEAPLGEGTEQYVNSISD
# SENP8 block-2 – inhibitors of human SENP8 protease; Q96LD8; recombinant SENP8, Nedd8 substrate fluorescence; inhibition, % at 20 µM; actives 0.64% (n = 360,000); AID 602440; in the data active = inhibition mostly above about 40%, no sharp cut-off; inactive = mostly below about 27%
# HKDC1 inhibitor – HKDC1 (human) hexokinase inhibition; recombinant HKDC1, G6PDH/diaphorase resazurin coupled fluorescence; AID 493160; inhibition, % at 20 µM; actives 0.16% (n = 340,000);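 active = inhibition above about 35% when tested at 20 µM, limit read from the data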;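 also: plate controls were DMSO wells with enzyme for no effect and DMSO wells lacking enzyme for full effect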
#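 test system = in-house recombinant HK5 (HKDC1) enzyme | amount = HKDC1 at 5 µg/mL | control set = DMSO-enzyme wells negative, buffer-substituted wells positive | compound = one dose of 20 µM, 1% DMSO | schedule = reaction time 90 min, room temperature, protected from light | technique = resorufin fluorescence at 613 nm | reagent = glucose with 1 mM ATP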
# Apaf-1 inh – inhibitors of human Apaf-1 apoptosome; O14727; reconstituted apoptosome caspase-3 activity, DEVD-Rh110 fluorescence; inhibition, % at 20 µM; actives 0.71% (n = 330,000); AID 489030; active = inhibition of at least 40% at 20 µM;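 also: plate controls were DMSO wells for no effect and DEVD-CHO caspase inhibitor wells for full effect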
#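 Medium: Hepes buffer, pH 7.5 / System: biochemical Apaf-1 apoptosome reconstitution / Measured by: Rh110 fluorescence, excitation 480 nm, emission 540 nm / Times: compound with Apaf-1, dATP, procaspase-3 30 min, then 50 min reaction, room temperature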
# NALP3 yeast inh – inhibitors of NALP3 inflammasome in yeast; AID 2825; actives 0.39% (n = 330,000); Yeast reconstituted NLRP3/ASC/caspase-1, beta-gal luminescence, 24 h; inhibition, % at 10 µM;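 active = inhibition of 50% or more; inactive = inhibition below 50%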;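 also: plate controls were induced DMSO wells for no effect and uninduced yeast grown without galactose for full effect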
# SENP7 block – SENP7 protease inhibition. AID 434973. recombinant SENP7, Z-RLRGG-aminoluciferin luminescence, 40 min. Q9BQF6. actives 1.5% (n = 330,000). inhibition, % at 5 µM;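 active = inhibition above about 50% at the single test dose, limit read from the data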;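 also: plate controls were DMSO with enzyme for no effect and no enzyme buffer wells for full effect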
# Target sequence (Q9BQF6 706-1050 limits assumed): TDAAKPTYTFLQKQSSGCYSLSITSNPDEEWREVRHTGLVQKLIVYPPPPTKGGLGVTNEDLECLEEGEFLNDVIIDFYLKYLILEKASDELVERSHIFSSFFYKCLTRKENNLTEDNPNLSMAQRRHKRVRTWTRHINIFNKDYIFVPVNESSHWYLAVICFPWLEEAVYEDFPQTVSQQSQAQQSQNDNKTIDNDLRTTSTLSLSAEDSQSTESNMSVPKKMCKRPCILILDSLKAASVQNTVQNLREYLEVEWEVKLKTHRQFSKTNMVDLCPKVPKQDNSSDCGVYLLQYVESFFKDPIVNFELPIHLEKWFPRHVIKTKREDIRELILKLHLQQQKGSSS
# * marks the source's active call; other numbers are inactive results; i = inactive; x = not tested or not shown. This is a random part of the collection. About 4.1% of those tested had a hit in this group.
no.	SMILES	SENP8 block-1	NALP3 yeast inh	SENP7 block	HKDC1 inhibitor	SENP1 inh	SENP8 block-2	PfG6PD inh	Apaf-1 inh	SENP6 inh
1	CC(=O)OCC1OC(Sc2cccc3cccnc23)C(OC(C)=O)C(OC(C)=O)C1OC(C)=O (stereo not given)	1	1	2	-16	-1	-402	23	-3	2
2	OC(CN1C2=NCCN2c2ccccc21)c1ccc(Br)cc1 (stereo not given)	-10	12	-10	-6	3	22	3	1	-21
3	CN(C(=O)c1ccc(NC(=O)Cc2ccc(NC(=O)C3CCCN(C(=O)CCc4ccccc4)C3)cc2)cc1)C1CC1 (stereo not given)	-10	15	-2	-3	0	5	-8	12	-16
4	Clc1ccc(CSc2ccc(-c3ccco3)nn2)cc1	-3	32	-8	-5	2	9	8	8	2
5	N#CCCN1CCNCC1	-3	-1	2	4	1	17	-16	2	-2
6	O=C(NNc1nc2c(F)cccc2s1)c1cc(=O)c2ccccc2o1	94*	14	74*	-18	33*	23	3	24	98*
7	COc1cc2c(C(=O)N3CCN(c4cccc(Cl)c4)CC3)cn(CC(C)C)c(=O)c2cc1OC	0	15	5	1	2	-9	5	26	-9
8	O=C(O)CSc1nnc(-c2ccco2)o1	6	-3	-1	5	2	27	-6	11	-3
9	COc1ccc(NC(=S)NC(=O)Cc2ccccc2)c(OC)c1	-1	8	-4	-4	1	12	-1	7	6
10	CC(=O)Nc1ccc(S(=O)(=O)NCCc2ccc(S(N)(=O)=O)cc2)cc1	-9	4	0	-1	2	20	-12	-2	-17
11	O=C1NC2(CCCC2)N=C1c1ccc(Cl)cc1	1	18	-2	-9	1	5	6	-17	1
12	Cc1cc(=O)n2[nH]c(Nc3cccc(Cl)c3)nc2n1	13	14	0	6	0	20	2	-5	31
13	CSc1cc(CS(=O)(=O)c2ccccc2)nc(-c2ccccc2)n1	5	17	2	0	0	5	-5	12	5
14	COc1ccc(CN(CC(=O)NC2CCCC2)C(=O)CCC(=O)Nc2cc(C)on2)cc1	7	8	-1	-6	-1	18	-7	-8	0
15	CS(=O)(=O)N1CCC(C(=O)Nc2ccccc2Br)CC1	2	6	2	-8	1	10	6	-4	-18
16	CCC(CN(C)C)Oc1cc(NCc2ccccc2)c2ncn(C(C)C)c2c1 (stereo not given)	83*	-3	87*	21	-31	12	58	98*	-5
17	COc1ccc(C(=O)CSc2nnc(CNC(=O)c3ccc(OC)c(OC)c3)n2C)cc1	3	16	3	-6	1	31	-6	1	-10
18	Nc1c(C(=O)Nc2ccc(F)cc2)nnn1-c1cccc(C(F)(F)F)c1	2	21	1	-1	1	6	-5	-3	9
19	O=C(NCCc1ccccc1F)C1CC(=O)N(c2ccccc2)C1 (stereo not given)	1	-5	8	-7	0	5	9	-11	5
20	CC(C)(C)OC(=O)N/N=C\c1ccc[nH]1	1	11	6	-2	0	12	6	6	12
21	O=C(NCC(=O)N1CCN(C(c2ccccc2)c2ccccc2)CC1)c1ccc(Br)o1	-6	20	15	8	2	11	-6	15	7
22	COc1ccc(N2C(=O)C3CCCN3C2c2cccc(OC)c2OC)cc1 (stereo not given)	3	14	-3	-5	-1	15	5	-4	16
23	CCN(CC)S(=O)(=O)c1ccc(OC)c(N)c1	-6	-3	-6	-4	4	2	-4	7	-25
24	Nc1ccc(C(=O)N2CCN(S(=O)(=O)/C=C/c3ccccc3)CC2)cc1[N+](=O)[O-]	-6	11	-6	-2	1	16	-14	5	-12
25	CCOC(=O)/C(C#N)=C/c1cn(CCC(=O)O)nc1-c1ccccc1	-2	18	4	-5	1	-7	-22	10	2
26	CC(C)(Oc1ccc(F)cc1)C(=O)OCC(=O)c1ccc(S(C)(=O)=O)cc1	8	4	-5	-4	4	11	-3	-8	5
27	O=C(Nc1c(F)cc(F)cc1Br)c1cccnc1	-15	10	-1	-7	0	10	5	-10	-9
28	O=C(NNC(=S)NC(=O)c1ccc(Br)cc1)c1cccc([N+](=O)[O-])c1	-4	31	-7	-15	1	8	-18	7	5
29	Clc1ccc(OCc2nn3c(C4CCCCC4)nnc3s2)cc1	-4	27	0	2	2	26	24	19	-9
30	Nc1ncc(S(=O)(=O)c2ccc([N+](=O)[O-])cc2)s1	x	x	x	1	1	26	13	x	x
31	COc1cc(S(=O)(=O)N2CCC(O)(c3cccc(C(F)(F)F)c3)CC2)ccc1-n1cnnn1	0	1	2	-6	0	12	2	-14	-4
32	Cc1ccc(/C=N/NC(=O)c2ccc(NC(=O)c3ccccc3Cl)cc2)o1	0	3	-2	-3	0	-138	12	4	-8
33	Nc1ccc(S(N)(=O)=O)cc1	-11	-2	-1	-4	-2	11	-3	-1	-2
34	CN(C)S(=O)(=O)c1cccc(COC(=O)c2cnccn2)c1	-1	13	5	2	0	1	-19	1	7
35	Cc1cc2c(C)cc(=O)[nH]c2cc1NC(=O)CCl	-4	9	0	6	-4	-94	-4	-18	-4
36	CCC(C)NC(=O)c1ccccc1C(=O)NC(C)CC (stereo not given)	1	16	-2	-6	3	22	3	-4	-8
37	COc1ccc(Cc2nnc(SCC(=O)Nc3ncc(C)s3)o2)cc1	6	3	-6	-2	0	18	1	-2	6
38	CCNc1sc(C(=O)c2cccs2)c(N)c1-c1nc2ccccc2s1	6	30	-6	-13	-4	-44	-72	29	-1
39	Cc1ccc(NC(=O)CSc2nc(C)c(Cc3ccccc3)c(=O)[nH]2)cc1C	-3	8	-1	2	0	7	-33	21	-17
40	O=c1[nH]c(C2CCN(S(=O)(=O)c3ccc(C(F)(F)F)cc3)CC2)nc2c1nnn2Cc1cccc(F)c1	-5	19	-6	12	-2	15	-9	17	3
41	COc1ccc(C(=O)Nc2nc(N)n(-c3ccccc3)n2)cc1	-6	-1	2	-10	-1	8	5	-1	-3
42	COc1ccc(Oc2coc3cc(OC(=O)c4cncc(Br)c4)ccc3c2=O)cc1	-2	2	2	-6	-4	i	-5	-3	-15
43	O=C(COC(=O)[C@@H]1CCCN1C(=O)c1cccs1)Nc1ccc(Br)cc1	-1	15	4	-6	0	10	1	2	-11
44	COC(=O)c1c(NC(=O)CCCC(=O)O)sc2c1CCC2	-4	10	5	-7	-2	-46	-26	-19	1
45	Cc1cc(C)nc(OC(C(=O)O)C(OCCc2ccccc2)(c2ccccc2)c2ccccc2)n1 (stereo not given)	-4	15	-14	1	-7	2	-18	8	17
46	COc1ccc(C(=O)OCC(=O)Nc2c(C)n(C)n(-c3ccccc3)c2=O)cc1	1	11	5	-5	1	7	-2	-9	8
47	CN(C)/C=C1\N=C(c2cccnc2Oc2ccc(Cl)cc2)OC1=O	-5	25	5	-1	1	-150	14	0	-3
48	O=S1(=O)C=C(Sc2nc3cc(Cl)ccc3o2)c2ccccc21	-9	41	-15	14	5	-7	12	7	-14
49	CCOc1ccc(S(=O)(=O)N(CC(=O)NC2CCCCC2C)Cc2ccco2)cc1 (stereo not given)	-4	2	1	-3	0	11	-9	18	-3
50	COc1ccc(-c2cn3ccc4ccccc4c3n2)cc1	83*	32	92*	-4	2	i	46	15	92*
51	CC(=O)Nc1ccccc1C(=O)C(=O)Nc1cccc(C(=O)N2CC(C)CC(C)C2)c1 (stereo not given)	-2	-2	-3	-1	0	1	-5	3	-1
52	CC1CN(C(=O)CSc2nc(-c3ccccc3)cs2)CC(C)O1 (stereo not given)	1	6	5	3	1	20	-1	-3	3
53	CCOc1ccc(-n2cc(C(=O)Nc3cccc(Cl)c3)c3cc(OC)c(OC)cc3c2=O)cc1	0	8	4	0	2	-6	-3	13	-8
54	Cc1ccc2nc(-c3ccc4c(c3)OCCO4)cn2c1	87*	39	94*	3	3	-426	109*	-11	89*
55	COc1ccc(CNS(=O)(=O)NCc2ccc(OC)c(OC)c2)cc1OC	3	17	-5	-15	2	12	-6	-3	-2
56	Clc1ccc(/C=C/c2nc(Cl)c(-c3ccc(Cl)cc3)c(Cl)n2)cc1	-2	13	1	-5	3	-248	2	2	-20
57	Cc1onc(-c2ccccc2)c1CNS(=O)(=O)c1cccc(Br)c1	1	9	0	1	0	22	12	-10	0
58	CC(=O)Nc1nc2ccc(C(=O)NCCOC(=O)C3CCCCC3)cc2s1	2	11	-12	2	3	1	5	-9	11
59	O=S(=O)(NCc1cccnc1)c1cccn1-c1ncc(C(F)(F)F)cc1Cl	10	-3	4	-5	1	14	0	-3	7
60	C=CCNc1cccc(Br)c1	0	12	-1	-5	1	28	2	3	3

# One compound at a time, from the list above.
# Entry for CCOc1ccc(-n2cc(C(=O)Nc3cccc(Cl)c3)c3cc(OC)c(OC)cc3c2=O)cc1 → SENP8 block-1: 0; NALP3 yeast inh: 8; SENP7 block: 4; HKDC1 inhibitor: 0; SENP1 inh: 2; SENP8 block-2: -6; PfG6PD inh: -3; Apaf-1 inh: 13; SENP6 inh: -8
# Entry for CC(=O)Nc1ccccc1C(=O)C(=O)Nc1cccc(C(=O)N2CC(C)CC(C)C2)c1 (stereo not given) → SENP8 block-1: -2; NALP3 yeast inh: -2; SENP7 block: -3; HKDC1 inhibitor: -1; SENP1 inh: 0; SENP8 block-2: 1; PfG6PD inh: -5; Apaf-1 inh: 3; SENP6 inh: -1

# Later entries:
no.	SMILES	SENP8 block-1	NALP3 yeast inh	SENP7 block	HKDC1 inhibitor	SENP1 inh	SENP8 block-2	PfG6PD inh	Apaf-1 inh	SENP6 inh
61	Cc1ccc(C(=O)CN(C(=O)c2ccc(Cl)cc2)N2C(=O)CCC2=O)cc1	-4	7	2	-3	3	24	-16	1	-7
62	COc1ccc(Cl)cc1S(=O)(=O)N1CCN(CC(=O)C(C)(C)C)CC1	-6	10	-9	-9	-1	18	-1	5	-15
63	Cn1c(Cn2c(=O)sc3ccccc32)nnc1SCc1ccc(F)cc1	1	15	-5	-5	-1	8	-6	-6	9
64	Cc1ccnc(NC(=O)c2cccc(NC(=O)Cc3ccccc3)c2)c1	1	8	8	-2	1	6	-2	12	12
65	Cc1ccc(Oc2ccc(OCC(=O)NC(C)C(=O)O)cc2)cc1 (stereo not given)	1	7	-10	-4	0	10	-10	-15	-5
66	CC(C)CN(C(=O)COC(=O)CCCc1c[nH]c2ccccc12)c1c(N)n(Cc2ccccc2)c(=O)[nH]c1=O	3	11	9	-5	-3	11	-12	-17	-11
67	Cn1cccc1CC(=O)NNC(=S)NC(=O)c1ccccc1Br	3	13	1	-10	-1	2	-3	-1	-9
68	C/C(=N\NC(=O)c1ccc(Cn2cc(Br)cn2)o1)c1cccc(NC(=O)C(C)(C)C)c1	3	19	5	-11	3	-1	-5	-5	-3
69	CCC1Oc2ccccc2N(CC(=O)NCCN2C(C)CCCC2C)C1=O (stereo not given)	-2	9	7	2	-7	14	-3	-20	10
70	C=CCn1c(SCC(=O)c2cccs2)nc2sc(C)c(C)c2c1=O	1	6	11	-4	0	13	7	9	-10
71	COc1cc(C(=O)Nc2ccc(-c3nc4cc(C)ccc4o3)c(O)c2)cc(OC)c1OC	-7	16	-1	-8	2	-278	2	-1	-3
72	O=C(C1CCN(S(=O)(=O)c2c(Cl)cccc2Cl)CC1)N1CCCCCCC1	-8	18	-12	3	0	4	-19	26	-9
73	Cc1ccc(CNS(=O)(=O)c2ccc3c(c2)n(C)c(=O)c(=O)n3C)cc1	0	27	-3	0	0	-67	-3	4	-6
